From PubChem BioAssay
Integrin act MD: activators of alpha7 integrin expression for muscular dystrophy; alpha7betagal myoblasts, beta-gal FDG fluorescence, 48 h; Potency, µM (top dose mostly 38.3 µM), for the others: top-dose activation, most hits filed as activators; 0.064% of 350,000 active; AID 624291;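 note: potency is the fitted concentration of half-maximal effect; 100% = response of the positive control SU9516; nearly all actives have a fitted effect of over 60% in size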
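alpha7betagal+/- myoblasts (passage 13, 250/well) treated 48 h at 37C with compounds at 1:260 dilution of DMSO stock. Lysed, then beta-galactosidase activity read as FDG fluorescence (ex 480/em 540) after 30 min, with pre-read for autofluorescence.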
BRCA1 expr act: activators of BRCA1 expression. MCF7-BRCA1-FFLuc reporter, luminescence, 48 h; response scale: scaled: vehicle 0%, 10 µM genistein 100%. Potency, µM (highest dose often 46.1 µM), inactives show at the top dose activation, most hits filed as activators. 1.1% of 380,000 active. AID 624202; note: potency is the fitted concentration of half-maximal effect; nearly all actives have a fitted effect of over 80% in size; some results filed as inactive show a strong effect at the top dose
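Quantitative HTS in MCF7 cells stably reporting BRCA1 expression via firefly luciferase. Compound treatment lasts 48 h at 37 °C in phenol-red free MEM. Activation is expressed relative to genistein at 10 microM and DMSO.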
TCR activator: T cell receptor activation | primary human leukocytes, anti-CD3, IL-2 HTRF, 48 h | Potency, µM (highest dose often 9.22 µM), for the others: at the top dose activation of IL-2 secretion, hits mostly activators | 330,000 tested, under 10 active | AID 504894; note: % of control where 0% means no effect
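TCR engagement came from a-CD3 beads alone, with compounds added to primary human leukocytes for 48 hr. Secreted IL-2 bridged europium cryptate- and d2-labelled anti-IL-2 antibodies, giving FRET emission at 665nm after 320nm excitation.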
B2AR arrestin: beta2AR (human) beta-arrestin recruitment activity; beta-arrestin recruitment to beta2AR, cell-based reporter; Potency, µM (top dose mostly 46.1 µM), for the others: at the top dose activation, hits mostly activators; 0.02% of 330,000 active;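 note: potency is the fitted concentration of half-maximal effect; 0% = DMSO controls and full agonism = EC100 isoproterenol or metaproterenol; nearly all actives have a fitted effect of over 65% in size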
p53 reactivation: re-activators of mutant p53. 0.063% of 320,000 active. H1299 p53-A138V BP100-luciferase reporter, luminescence, 24 h. Potency, µM (doses to about 92.2 µM), without a hit: top-dose activity change, positive = activation, most hits filed as activators; note: potency is the fitted concentration of half-maximal effect; % of control where 0% means no effect; nearly all actives have a fitted effect of over 45% in size
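p53-null H1299 cells stably carrying temperature-sensitive p53-A138V and a BP100-luciferase reporter were pinned with compounds (4-point, 1:5 series) and held 24 hrs at 37 deg C. Luminescence was read 10 min after detection reagent.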
A-T KAP1 phos: candidate therapy for ataxia-telangiectasia; AID 485349; Potency, µM (doses to about 57.5 µM), without a hit: top-dose activation, most hits filed as activators; […] A-T fibroblasts, KAP-1 phosphorylation AlphaLISA; neocarzinostatin DNA damage 30 min before lysis; 0.19% of 320,000 active; note: potency is the fitted concentration of half-maximal effect; % of control where 0% means no effect; nearly all actives have a fitted effect of over 45% in size
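hTERT-immortalized A-T patient fibroblasts ([…]), 500 cells/well in OPTI-MEM, 1% FBS, got compounds for 60 min, then NCS for 30 min at 37C. Lysates were then assayed for phospho-KAP-1 by AlphaLISA (anti-pKAP1 donor, anti-KAP1 acceptor beads), 6 hr at 25C.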
ELG1 repair inh: ELG1-dependent DNA repair inhibition; 2.3% of 330,000 active; HEK293T ELG1-luciferase reporter, luminescence, 16 h; DNA damage induced by 5-fluorouridine; Potency, µM (top dose mostly 46.1 µM), for inactives: at the top dose activity change, negative = inhibition, hits mostly inhibitors; AID 504467; note: potency is the fitted concentration of half-maximal effect; % is set by controls: 0 for no effect and ±100 for the full control effect; nearly all actives have a fitted effect of over 55% in size
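Quantitative HTS, concentration-response format. 2,000 cells/well co-treated with 5-fluorouridine and compound, 16 hr in 5% CO2 at 37 °C; ONE-Glo luminescence read after 30 min.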
TSG101-PTAP inh: blocks PTAP/TSG101 interaction to inhibit HIV-1 budding. Fluorescence polarization, FITC-PTAP peptide / Tsg101 binding. Potency, µM (series often up to 115 µM), for the others: at the highest dose activity change, negative = inhibition, hits mostly inhibitors. 340,000 tested, under 10 active; active = well fitted inhibition curve with a large enough effect in the main read-out, with a control signal flat, not every such curve was filed as active; inconclusive = small, poorly fitted or top-dose-only effect, or effect the other way, or a change in a side signal; inactive = no such curve, though single readings can be large or run the other way; note: potency is the fitted concentration of half-maximal effect; % of control where 0% means no effect
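Fluorescence polarization binding of Tsg101 binding domain (10 uM final) to FITC-labeled PTAP peptide (50 nM final) in HEPES pH 7.5 buffer with NaCl, Tween 20, EDTA, TCEP. Compounds added before peptide; binding 20 min at RT.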
MLL CXXC-DNA inh: inhibitors of human MLL CXXC domain-DNA interaction. Potency, µM (titrated, usually from 115 µM), inactives show at the top dose activity change, negative = inhibition, usual class: inhibitors. MLL-CXXC / FITC-HOXA9 DNA fluorescence polarization. 0.037% of 290,000 active. Q03164; active = well fitted inhibition curve with a large enough effect in the polarisation, with a control signal flat, not every such curve was filed as active; inconclusive = small, poorly fitted or top-dose-only effect, or effect the other way, or a change in a side signal; inactive = no such curve, though single readings can be large or run the other way; the % refers to the polarisation; note: potency is the fitted concentration of half-maximal effect
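Fluorescence polarization: 7 uM MLL-CXXC (stock) preincubated 5 min with compounds, then 50 nM fluorescein-HOX-A9 DNA (stock) added; 30 min ambient. Buffer 50 mM Tris-HCl pH 7.5, 50 mM NaCl, 1 mM DTT, 0.05% BSA.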
TRPV1 ag: human TRPV1 agonism; TRPV1-expressing cells, Fluo-8 calcium influx, agonist mode; Q8NER1; 0.19% of 320,000 active; activation, % at 8.33 µM; AID 540275; in the data active = activation above about 80%; inconclusive = between about 30% and that limit; note: 0% is about no effect
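Fluo-8 calcium influx in TRPV1-expressing cells, kinetic read (ex 480/em 520 nm). Compound added and read 3 min for agonist activity, followed by capsaicin at EC20 final and 2 min further read for enhancement.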
An asterisk follows results filed as active; ? = inconclusive; . = no result given; [ ] = another dose, or the depositor's remark. Unless noted, calls come from the whole dose curve; as a rule, active = well fitted curve in the direction sought with a large enough effect; inconclusive = small, poorly fitted or top-dose-only effect, or another doubt; inactive = no such curve, though single readings can be large; an effect the other way counts as inactive or inconclusive.

Key to letters – A = Integrin act MD; B = BRCA1 expr act; C = TCR activator; D = B2AR arrestin; E = p53 reactivation; F = A-T KAP1 phos; G = ELG1 repair inh; H = TSG101-PTAP inh; I = MLL CXXC-DNA inh; J = TRPV1 ag
> Cc1ccc(S(=O)(=O)NCC(=O)NC2CCCCCC2)cc1
  A = 3.8%	B = -22.7%	C = -17.1%	D = -0.3%	E = -1.3%	F = 14.7%	G = 0.7%	H = -6.7%	I = 8.1%	J = ?
> CC(=O)N1CCc2cc(S(=O)(=O)NC(C(=O)Nc3ccc4c(c3)OCCO4)C(C)C)ccc21 (stereo unspecified)
  A = 18.5%	B = 17.8%	C = -1.9%	D = 0.1%	E = 2.0%	F = 1.2%	G = ?	H = -9.3%	I = 35.4%[activator]	J = -4.0
> COCCCNC(=O)c1ccc(S(=O)(=O)c2ccc(Cl)cc2)c(NC(C)=O)c1
  A = 7.6%	B = 11.5%	C = -5.8%	D = 0.4%	E = -1.5%	F = -11.4%	G = -0.9%	H = -5.7%	I = -0.7%	J = -6.8
> COc1cccc(C(=O)N2CCN(C(=O)c3ccc(-c4ccccc4)cc3)CC2)c1OC
  A = 6.4%	B = -11.8%	C = -3.2%	D = 0.1%	E = -5.9%	F = -3.2%	G = ?	H = 0.8%	I = -1.0%	J = 2.2
> NC(=O)c1ccc(N2CCCCC2)c(N2C(=O)CCC2=O)c1
  A = 8.2%	B = 5.7%	C = 1.6%	D = -0.3%	E = 3.0%	F = -1.4%	G = -4.9%	H = -2.0%	I = -12.5%	J = 0.4
> COc1ccc(OC)c(NC(=O)CC2SC(=Nc3ccc(F)cc3)N(CCC3=CCCCC3)C2=O)c1 (stereo unspecified)
  A = -44.4%	B = -75.8%	C = -4.7%[46.1 µM]	D = 0.2%	E = 26.8%	F = 7.8%	G = ?	H = -3.5%	I = 2.6%	J = 7.2
> CC12CCC(=O)N1C(C(=O)N1CCN(c3ccc(C(F)(F)F)cc3[N+](=O)[O-])CC1)CS2 (stereo unspecified)
  A = 3.1%	B = -35.6%	C = 0.6%	D = 0.2%	E = 3.7%	F = -3.6%	G = ?	H = -5.4%	I = 3.6%	J = 1.1
> Cn1c(=O)c(C(=O)COC(=O)c2cc(C(F)(F)F)nc3c(C(F)(F)F)cccc23)c(N)n(CC2CC2)c1=O
  A = .	B = .	C = .	D = -0.6%	E = -5.4%	F = -4.2%	G = 21.0%	H = .	I = 15.4%	J = 3.6
> CCSc1nnc(NC(=O)CSc2c(Cl)cccc2Cl)s1
  A = 6.4%	B = -0.9%	C = -3.2%	D = -0.6%	E = -11.3%	F = -0.1%	G = -7.9%	H = -11.5%	I = 7.3%	J = 1.5
> COc1ccc(CC(=O)NNS(=O)(=O)c2cccc([N+](=O)[O-])c2)cc1OC
  A = 7.9%	B = -3.0%	C = -4.0%	D = -0.7%	E = -4.4%	F = 4.4%	G = 8.6%	H = -9.2%	I = 10.7%	J = -0.5
> COc1cccc(OC)c1Oc1ccc(C(F)(F)F)cn1
  A = -17.2%	B = -5.0%	C = .	D = 0.1%	E = -9.0%	F = 4.7%	G = 0.6%	H = -10.1%	I = 8.0%	J = 9.6
> CCN(CC)C(=O)C(Cc1ccccc1)N1C(=O)c2ccccc2C1=O (stereo unspecified)
  A = 3.0%	B = -11.0%	C = 0.2%	D = 0.0%	E = 0.4%	F = 1.1%	G = -4.7%	H = -2.5%	I = 12.4%	J = 14.7
> Cc1ccc(S(=O)(=O)N/N=C(\c2ccccc2)C2CC2)cc1
  A = ?	B = -5.1%	C = 5.6%	D = 0.2%	E = 5.4%	F = 4.1%	G = -0.7%	H = 1.1%	I = -6.0%	J = 2.0
> CC(=O)/C(N=Nc1ccc(OC(F)(F)F)cc1)=C(\C)O
  A = -4.5%	B = -17.6%	C = 10.5%	D = -0.4%	E = 2.2%	F = 36.8%	G = 10.5%	H = -0.8%	I = 18.4%	J = 12.1
> COc1cccc(NC(=O)NNC(=O)CN2C(=O)COc3ccccc32)c1
  A = 16.8%	B = 0.0%	C = -3.1%	D = -0.1%	E = 0.8%	F = 0.9%	G = 6.2%	H = -4.0%	I = 5.2%	J = -1.3
> COc1ccccc1C(=O)C(=O)c1ccccc1OC
  A = -8.0%	B = -16.5%	C = 2.6%	D = .	E = .	F = .	G = .	H = -1.7%	I = .	J = .
> CC(C)CN(C(=O)CN(C)C(=O)Cc1ccccc1Cl)c1c(N)n(CC(C)C)c(=O)[nH]c1=O
  A = 2.9%	B = -12.4%	C = 6.2%	D = 0.4%	E = -8.7%	F = 1.1%	G = -4.9%	H = 2.9%	I = 3.8%	J = -2.5
> COc1ccc(OC)c(-n2c(SCC(N)=O)nnc2-c2c[nH]c3ccccc23)c1
  A = 1.2%	B = 11.1%	C = -6.1%	D = -0.2%	E = -7.1%	F = 1.1%	G = 5.6%	H = -3.0%	I = -6.4%	J = 0.3
> COc1ccc(NC(=O)C/C(C)=N/NC(=O)CCc2ccccc2)c(OC)c1
  A = -16.1%	B = -24.0%	C = 3.9%	D = 0.8%	E = -7.8%	F = -4.5%	G = -8.9%	H = -2.0%	I = ?	J = 1.7
> CC1Cn2c(nc3sc4c(c3c2=O)CC(C)(C)OC4)N1CCO (stereo unspecified)
  A = -13.5%	B = -4.0%	C = -1.7%	D = -0.5%	E = 5.0%	F = 4.0%	G = -8.2%	H = -0.6%	I = 17.9%	J = 3.1
> CCOC(=O)c1c(C)c(C(=O)NCCCN2CCCC2=O)c(C)n1CC
  A = -2.5%	B = 2.7%	C = -2.7%	D = -0.6%	E = -1.2%	F = -1.6%	G = 14.1%	H = -0.2%	I = -15.3%	J = -1.4
> CN(c1cccc(NC(=O)CSc2ccc(Cl)cc2)c1)S(C)(=O)=O
  A = -1.9%	B = 0.4%	C = 8.8%	D = -0.1%	E = 13.4%	F = 2.6%	G = ?	H = -1.4%	I = 9.9%	J = 14.9
> Cc1ccc(CSc2nnc(-c3ccccc3N)c(=O)[nH]2)cc1
  A = -10.8%	B = 4.9%	C = -20.4%	D = 0.1%	E = 3.5%	F = .	G = 2.2%	H = 1.4%	I = -4.2%	J = -1.7

Seven structures out of the list, sorted by molar mass, falling.
Key to letters – A = Integrin act MD; B = BRCA1 expr act; C = TCR activator; D = B2AR arrestin; E = p53 reactivation; F = A-T KAP1 phos; G = ELG1 repair inh; H = TSG101-PTAP inh; I = MLL CXXC-DNA inh; J = TRPV1 ag
> CC(C)CN(C(=O)CN(C)C(=O)Cc1ccccc1Cl)c1c(N)n(CC(C)C)c(=O)[nH]c1=O
  A = 2.9%	B = -12.4%	C = 6.2%	D = 0.4%	E = -8.7%	F = 1.1%	G = -4.9%	H = 2.9%	I = 3.8%	J = -2.5
> COc1ccc(OC)c(-n2c(SCC(N)=O)nnc2-c2c[nH]c3ccccc23)c1
  A = 1.2%	B = 11.1%	C = -6.1%	D = -0.2%	E = -7.1%	F = 1.1%	G = 5.6%	H = -3.0%	I = -6.4%	J = 0.3
> CN(c1cccc(NC(=O)CSc2ccc(Cl)cc2)c1)S(C)(=O)=O
  A = -1.9%	B = 0.4%	C = 8.8%	D = -0.1%	E = 13.4%	F = 2.6%	G = ?	H = -1.4%	I = 9.9%	J = 14.9
> COc1ccc(NC(=O)C/C(C)=N/NC(=O)CCc2ccccc2)c(OC)c1
  A = -16.1%	B = -24.0%	C = 3.9%	D = 0.8%	E = -7.8%	F = -4.5%	G = -8.9%	H = -2.0%	I = ?	J = 1.7
> CCOC(=O)c1c(C)c(C(=O)NCCCN2CCCC2=O)c(C)n1CC
  A = -2.5%	B = 2.7%	C = -2.7%	D = -0.6%	E = -1.2%	F = -1.6%	G = 14.1%	H = -0.2%	I = -15.3%	J = -1.4
> Cc1ccc(CSc2nnc(-c3ccccc3N)c(=O)[nH]2)cc1
  A = -10.8%	B = 4.9%	C = -20.4%	D = 0.1%	E = 3.5%	F = .	G = 2.2%	H = 1.4%	I = -4.2%	J = -1.7
> CC(=O)/C(N=Nc1ccc(OC(F)(F)F)cc1)=C(\C)O
  A = -4.5%	B = -17.6%	C = 10.5%	D = -0.4%	E = 2.2%	F = 36.8%	G = 10.5%	H = -0.8%	I = 18.4%	J = 12.1

This is a random part of the collection. About 3.8% of those tested had a hit in this group.
